Screening results: PubChem BioAssay, The Scripps Research Institute Molecular Screening Center
Tn7 DDE FP: inhibitors of Tn7 peptide binding to fibrin DD(E), primary screen, biochemical, fluorescence polarization, human fibrin, Tn7 probe | Fibrinogen beta chain (Homo sapiens), P02675 | FP displacement of FITC-Tn7 peptide from fibrin DD(E); 0% = median of compound wells per plate | inhibition, % at 8.3 µM | hit rate 0.13% among 370,000;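 active means inhibition above the mean of compounds falling within the control limits plus 3 SD of them, cut at about 14% in these data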;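 further: 0% = plate median of compound wells and 100% = 10 µM Aha-Tn7 peptide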
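Test system – human fibrin DD(E) · Times – 10 min preincubation, 3 h with tracer, room temperature · Detection – fluorescence polarization of the labelled Tn7 tracer · Measure – percent inhibition normalized to high-control wells · Benchmarks – high control wells with 10 µM unlabelled Aha-Tn7 peptide (full inhibition) · Repeats – singlicate testing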
PG9 binder: binders of HIV-1 gp120 antibody PG9, primary screen, biochemical, TR-FRET. hit rate 0.43% among 360,000. inhibition, % at 6.7 µM. TR-FRET gp120-PG9 antibody binding. HIV-1 gp120 / PG9 antibody interaction; in the data active means inhibition above about 8.5%
TDP2 inh: human TDP2 enzyme inhibitors, primary screen, biochemical, epi absorbance, recombinant enzyme. Tyrosyl-DNA phosphodiesterase 2 (Homo sapiens), O95551. T5PNP hydrolysis, p-nitrophenol absorbance 415 nm. inhibition, % at 12.8 µM. hit rate 0.34% among 370,000;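 active means inhibition above the mean of all tested compounds plus 3 SD, set per campaign, cut at about 25% in these data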;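 further: 0% = DMSO with enzyme and 100% = buffer with substrate but no TDP2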
Target sequence (O95551 whole entry, looked up): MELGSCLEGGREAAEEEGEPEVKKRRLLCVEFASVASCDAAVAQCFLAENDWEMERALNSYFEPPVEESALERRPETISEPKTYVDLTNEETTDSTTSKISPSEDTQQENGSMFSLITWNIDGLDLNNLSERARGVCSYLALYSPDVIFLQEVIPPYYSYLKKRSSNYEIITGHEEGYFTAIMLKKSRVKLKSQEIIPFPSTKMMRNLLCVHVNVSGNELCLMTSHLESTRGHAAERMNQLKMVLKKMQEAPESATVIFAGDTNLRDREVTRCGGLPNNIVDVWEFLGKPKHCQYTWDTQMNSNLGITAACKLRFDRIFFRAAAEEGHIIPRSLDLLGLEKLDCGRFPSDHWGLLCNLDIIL
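Evaluation: % inhibition relative to enzyme-containing and enzyme-free wells. Material: recombinant human TDP2. Benchmarks: enzyme-free and DMSO wells. Timing: enzyme reaction with compound for 2 h at 37 °C. Compound dosing: 12.8 µM only. Measured by: p-Nitrophenol epi absorbance. Reagent: T5PNP substrate at 5 mM, a TopII-DNA adduct mimic. Replication: single well per compound.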
PRMT1 FP inh: PRMT1 methyltransferase inhibitors, primary screen, biochemical, fluorescence polarization | Protein arginine N-methyltransferase 1 (Homo sapiens), Q99873 | recombinant PRMT1, activity-based probe fluorescence polarization | inhibition, % at 2.79 µM | hit rate 1.3% among 370,000 | AID 652257, 2013;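 active means inhibition above about 21% made by adding two undisclosed values, limit read from the data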
Target sequence (Q99873 whole entry, looked up): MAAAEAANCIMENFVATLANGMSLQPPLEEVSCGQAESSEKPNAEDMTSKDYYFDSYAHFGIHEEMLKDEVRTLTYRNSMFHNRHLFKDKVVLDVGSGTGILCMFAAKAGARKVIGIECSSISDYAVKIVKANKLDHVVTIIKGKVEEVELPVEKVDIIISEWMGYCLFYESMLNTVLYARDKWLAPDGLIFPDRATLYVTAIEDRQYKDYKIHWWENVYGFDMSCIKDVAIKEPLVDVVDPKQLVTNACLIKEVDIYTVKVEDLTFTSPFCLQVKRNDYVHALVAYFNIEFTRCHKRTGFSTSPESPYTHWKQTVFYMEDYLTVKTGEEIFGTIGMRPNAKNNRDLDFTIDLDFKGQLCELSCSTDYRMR
HTRA1 inh: HTRA1 serine protease inhibitors, primary screen, biochemical, fluorescence polarization, HTS; recombinant HTRA1, FP-rhodamine activity-based probe; Q92743; hit rate 0.5% among 340,000; inhibition, % at 5.96 µM; in the data active means inhibition above about 36%;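 further: 0% = enzyme with DMSO and 100% = wells lacking enzyme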
SIAE inh: human SIAE inhibitors, primary screen, biochemical, fluorescence polarization, FP-Rh probe, 1536-well HTS; Sialate O-acetylesterase (Homo sapiens), Q9HAT2; SIAE FP-Rh probe binding; inhibition, % at 9.66 µM; hit rate 0.69% among 370,000; AID 1053197, 2014;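 active means inhibition above a cutoff: mean of compounds within the control limits plus 3 SD of those, cut at about 17% in these data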;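 further: 0% = plate median of compound wells and 100% = probe without SIAE protein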
LEDGF integ inh: blockers of LEDGF/p75-dependent integrase strand transfer – biochemical, TR-FRET, high throughput, primary screen; HIV-1 integrase (with human LEDGF/p75); TR-FRET IN-LEDGF/p75 DNA integration, Eu/Cy5; inhibition, % at 3.7 µM; hit rate 0.64% among 370,000; AID 743269, 2014;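 active means inhibition above the screen-wide mean plus 3 SD, cut at about 13% in these data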;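 further: signal is the Cy5 over europium emission ratio at 671 and 618 nm; 0% = plate median of compound wells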
TCR CD3 inh: inhibitors of human TCR-CD3 interaction, primary screen, biochemical, fluorescence, TAMRA-labeled TCR probe | T-cell receptor (TCR) | inhibition, % at 9.4 µM | hit rate 0.37% among 360,000 | AID 651800, 2012; in the data active means inhibition above about 19%;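 further: recombinant mutant TCR 2C K166C tagged with TAMRA read by polarization; 0% = receptor in buffer alone and 100% = receptor with positive control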
mABHD4 FP: ABHD4 inhibitors, primary screen, biochemical, fluorescence polarization, mouse; (Lyso)-N-acylphosphatidylethanolamine lipase (Mus musculus), Q8VD66; hit rate 0.54% among 370,000; inhibition, % at 8.92 µM; purified mABHD4, FP-Rh probe fluorescence polarization;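 active means inhibition exceeding the mean over every tested compound plus 3 SD, cut at about 30% in these data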;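 further: 0% = plate median of compound wells and 100% = S159A mutant with DMSO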
Target sequence (Q8VD66 whole entry, looked up): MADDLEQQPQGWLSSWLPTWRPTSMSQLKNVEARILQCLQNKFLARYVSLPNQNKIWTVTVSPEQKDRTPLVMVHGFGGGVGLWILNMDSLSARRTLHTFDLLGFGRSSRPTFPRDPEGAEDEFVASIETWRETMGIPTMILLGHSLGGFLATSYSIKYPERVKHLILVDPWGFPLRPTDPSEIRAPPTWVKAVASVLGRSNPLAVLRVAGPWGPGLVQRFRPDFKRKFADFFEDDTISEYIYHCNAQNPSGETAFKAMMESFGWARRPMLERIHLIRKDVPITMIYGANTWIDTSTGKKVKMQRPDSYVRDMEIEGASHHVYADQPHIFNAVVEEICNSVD
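Test system: mouse ABHD4 enzyme, wild type. Reagent: FP-Rh fluorescent activity-based probe, added after compound pre-incubation. Timing: pre-incubation 45 min, probe exposure 60 min, at 25 °C. Technique: FP readout, ex 525 nm / em 598 nm. Benchmarks: high control S159A mutant with DMSO, low control median of compound wells.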
UHRF1 MBD2 ctr: UHRF1 methylated DNA binding inhibitors, primary screen, counter-screen for MBD2 inhibitor project, biochemical, TR-FRET, human UHRF1, single concentration. UHRF1 binding to methylated oligo. inhibition, % at 4.4 µM. hit rate 0.75% among 370,000. AID 687016, 2013; in the data active means inhibition above about 21%;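 further: UHRF1 SRA domain binding a hemimethylated CpG hairpin DNA probe; 0% = median of test compound wells and 100% = reference inhibitor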
Active calls of the source: *; · = no result given.

Below each SMILES – mABHD4 FP | HTRA1 inh | LEDGF integ inh | PRMT1 FP inh | TCR CD3 inh | UHRF1 MBD2 ctr | Tn7 DDE FP | TDP2 inh | PG9 binder | SIAE inh
[1] CC1OC(Nc2ccc(OC(F)(F)F)cc2)C(O)C(O)C1O (configuration not stated)
 : -3 | 5 | -1 | -2 | 2 | 1 | -3 | -4 | -0.7 | -4
[2] CCOC(=O)C1=CCN(S(=O)(=O)c2ccccc2F)C1c1ccc(Cl)c(Cl)c1 (configuration not stated)
 : -10 | · | -2 | -1 | 1 | -1 | 0 | -3 | 0.9 | 0
[3] Cc1ccc(NC(=O)C2CC(=O)NC(N3CCc4ccccc43)=N2)cc1 (configuration not stated)
 : 0 | -4 | -3 | -5 | 6 | -1 | 1 | -6 | -2.1 | -3
[4] COc1ccc(NC(=O)CC2CC3CCC2C3)cc1S(=O)(=O)N1CCOCC1 (configuration not stated)
 : -6 | -1 | -1 | 3 | -5 | 2 | 9 | -12 | 1.0 | -2
[5] CC(C)c1cc(=O)n2[nH]c(SCc3ccccc3Cl)nc2n1
 : -63 | 4 | 2 | 8 | -8 | 5 | 5 | 4 | 0.1 | -9
[6] COc1cc(C2C3C(=O)N(c4ccccc4)C(=O)C3ON2c2ccccc2)cc(OC)c1OC (configuration not stated)
 : -9 | -1 | -1 | 2 | -8 | 2 | 8 | -2 | -0.8 | 3
[7] Cc1c(O)ccc2c(CC(=O)N[C@@H](Cc3ccc(O)cc3)C(=O)O)cc(=O)oc12
 : -6 | -4 | 1 | -1 | 0 | -4 | 5 | 31* | 0.1 | -2
[8] O=C(NC1CC2CCCC(C1)N2S(=O)(=O)c1ccccc1)C1CCCCC1 (configuration not stated)
 : -18 | 0 | 4 | -5 | 4 | 1 | -4 | 2 | -2.3 | 9
[9] Cc1ccc2ccc(C(Nc3ccccc3)c3ccccc3)c(O)c2n1 (configuration not stated)
 : -5 | · | 3 | -4 | -4 | -3 | 0 | -5 | -2.0 | 12
[10] CC1(C)Cc2c(sc(/N=C/N3CCCCCC3)c2C#N)C(C)(C)N1
 : 6 | 1 | -2 | -2 | 3 | 2 | -3 | -7 | -3.0 | 0
[11] COc1ccc(N=Cc2c(O)c3ccccc3n2C(C)=O)cc1
 : 2 | 4 | 3 | 2 | 3 | 6 | 2 | 11 | -5.4 | 7
[12] O=c1c(O)c(-c2ccccc2)oc2ccccc12
 : -3 | 13 | 2 | -2 | 4 | -5 | 2 | 6 | 1.7 | 5
[13] Cc1c(Cl)cccc1N1CC(C)(C)C1=O
 : 0 | 1 | 1 | -2 | 10 | -1 | 3 | 4 | -2.8 | 1
[14] CCOC(=O)N1CCN(CC(O)COC2CC(C)CCC2C(C)C)CC1 (configuration not stated)
 : 6 | -10 | 0 | 0 | 5 | -2 | 2 | -8 | -0.7 | -1
[15] CS(=O)(=O)N1CCN(C(=O)c2ccccc2F)CC1
 : 6 | -2 | -2 | 0 | 12 | 9 | -5 | 8 | 0.3 | -2
[16] O=[N+]([O-])c1ccc2[nH]c(O)c(N=NC(=S)Nc3cccnc3)c2c1
 : 28 | 20 | -2 | 2 | 0 | -14 | 3 | -5 | -4.5 | -1
[17] CC(=O)N1CCOc2ccc(S(=O)(=O)NCC3CCC(C(=O)NCCC(C)C)CC3)cc21 (configuration not stated)
 : -2 | 4 | 0 | -2 | 8 | 4 | -4 | -4 | -2.1 | -5
[18] NC1=NC2(CCCCC2)N=C(Nc2ccc(F)cc2F)N1
 : -1 | 1 | 2 | -2 | 1 | -4 | 2 | 6 | 2.3 | 0
[19] CCC(C)N(C(=O)CSc1nc(-c2ccccc2)cs1)C1CCS(=O)(=O)C1 (configuration not stated)
 : -2 | -3 | 0 | -3 | 2 | 2 | -6 | 3 | 0.1 | 2
[20] O=C(Nc1cccc2c1CCCC2)C1CCCN(S(=O)(=O)c2cccc3nonc23)C1 (configuration not stated)
 : 1 | 3 | -3 | 0 | 9 | 0 | -5 | -18 | -1.5 | 8
[21] COC(=O)c1ccc(NC(=O)CN2CCC(NC(=O)c3ccco3)CC2)cc1
 : 3 | 1 | 1 | -3 | 2 | -2 | 7 | 6 | -1.9 | 1
[22] COc1ccc(/C=C2/C(=N)N3N=C(CC(=O)N4CCCC4)SC3=NC2=O)cc1
 : -7 | -2 | 12 | 2 | 4 | 0 | 2 | -7 | -1.7 | -3
[23] Cn1c(CNC(=O)c2ccccc2F)nnc1SCc1ccc(Cl)cc1
 : -1 | -13 | 1 | 2 | 5 | -1 | 8 | 5 | 0.1 | -7
[24] CC1(C)CC(=O)C2=C(C1)N1C(=C(C#N)C2c2ccccc2Cl)N=C(N)c2ccccc21 (configuration not stated)
 : 9 | 5 | 4 | 0 | 8 | 0 | -6 | -11 | 0.7 | 3
[25] Cc1cccc(C2=NC(C(F)(F)F)(C(F)(F)F)c3c(n(-c4ccc(F)cc4)c(=O)[nH]c3=O)N2)c1
 : 2 | -2 | -1 | -2 | 3 | -1 | 1 | -2 | -1.8 | -1
[26] Cc1ccc(S(=O)(=O)NCCC(=O)Nc2ccc(Cl)c(Cl)c2)cc1
 : -9 | -35 | 1 | -2 | -1 | 1 | -6 | -8 | -1.1 | -14
[27] CCC(c1nnnn1C1CCCC1)N1CCN(C(=O)c2ccco2)CC1 (configuration not stated)
 : -2 | -2 | -2 | 8 | -3 | 1 | 2 | -3 | 1.0 | 1
[28] Clc1ccc(Sc2cnc3ccccc3n2)cc1
 : 0 | -1 | 3 | -3 | 1 | -2 | -5 | 11 | 6.2 | 8
[29] CCOc1ncccc1C(=O)OCC(=O)NC1CCCCCC1
 : -1 | -6 | 2 | 1 | 0 | -1 | 10 | -1 | 0.7 | 0
[30] COc1ccc(S(=O)(=O)N(C)CC(=O)NC2CCCC2)cc1OC
 : 3 | 2 | 3 | -1 | 0 | 3 | -2 | 7 | -0.9 | 3
[31] Nc1cc(Nc2ccc(Br)cc2)nc(N)n1
 : 24 | 5 | -2 | 9 | -3 | -1 | -2 | 1 | 0.2 | 12
[32] CCCCn1nnnc1C(c1ccccc1)N1CCN(c2ncc(C(F)(F)F)cc2Cl)CC1 (configuration not stated)
 : 11 | · | 3 | -1 | -7 | 1 | 7 | -7 | -0.1 | 0
[33] COc1ccc(S(=O)(=O)NCC2CCC(C(=O)NCc3ccco3)CC2)cc1 (configuration not stated)
 : -2 | 6 | 4 | -4 | 5 | 0 | -3 | 5 | 0.1 | 4
[34] COc1ccc(C2=NNC(=O)C2(C)Br)cc1 (configuration not stated)
 : 2 | -6 | -5 | 4 | -5 | -3 | 3 | -1 | 1.2 | 3
[35] CCOC(=O)c1c(-c2ccc(-c3ccccc3)cc2)csc1NC(=O)CCN1CCOCC1
 : -12 | -6 | 0 | 1 | 2 | 1 | 2 | -8 | 0.3 | 0
[36] CCc1ccccc1NC(=S)NCc1cccn1C
 : -4 | 2 | 1 | -3 | 0 | -2 | 3 | -2 | 0.1 | 6
[37] CC(C)OC(=O)N(C)C[C@@H]1OCc2cnnn2CCCC(=O)N([C@@H](C)CO)C[C@H]1C
 : -1 | -1 | -4 | 2 | -3 | 12 | -4 | 9 | -0.2 | -2
[38] COc1ccccc1CC(=O)NC1CC(C)(C)NC(C)(C)C1
 : 5 | 5 | 0 | 0 | -5 | -1 | 7 | -3 | 2.2 | -3
[39] CCc1ccccc1NC(=S)N(Cc1ccco1)C(C)c1cccs1 (configuration not stated)
 : -2 | 0 | 1 | -2 | 1 | -2 | 1 | 5 | -1.0 | 0
[40] CCN(CC(=O)NCc1cccs1)C(=O)c1ccc(NS(=O)(=O)c2ccc(C(C)=O)cc2)cc1
 : 1 | -1 | 1 | 0 | 3 | -3 | -5 | 15 | 1.9 | -9
[41] O=C(O)C1CCCC2CN3CCc4c([nH]c5ccccc45)C3C(O)C21 (configuration not stated)
 : 22 | 12 | 5 | 8 | 27* | 0 | 1 | 21 | -0.5 | 19*
[42] CCOC(=O)Nc1sc(NS(=O)(=O)c2ccccc2)nc1C
 : 2 | 3 | -3 | 1 | 4 | -1 | 0 | 14 | -4.8 | 8
[43] CCOCCCNC(=S)N1CCN(C(=O)C(=O)Nc2ccc(C(=O)OC)cc2)CC1
 : -4 | 2 | 1 | 1 | -3 | -2 | 0 | 3 | -2.4 | 0
[44] CCOc1ccc(NC(=O)N(C2CCCC2)C2CCN(C(C)=O)CC2)cc1
 : 3 | -1 | -8 | 1 | -4 | 0 | 1 | -11 | 0.3 | 1
[45] CCCn1c(SCC(=O)Nc2cccc(C)n2)nnc1-c1ccco1
 : 1 | 1 | -1 | 1 | 3 | 0 | 4 | -6 | -0.6 | -1
[46] O=C(Nc1ccc(S(=O)(=O)NC2=NCCCCC2)cc1)c1ccco1
 : 16 | -2 | -1 | -1 | -6 | 0 | 1 | 4 | -2.7 | 6
[47] CCOC(=O)c1csc(-c2ccc(OC)c(OC)c2)n1
 : 1 | 4 | -5 | 4 | -12 | 2 | 3 | -8 | 0.8 | -6
[48] CSc1ncccc1C(=O)OCc1ccccc1F
 : -14 | -4 | 1 | 2 | -7 | 6 | -2 | -6 | -0.6 | -5

Ordered by SMILES length (highest first): 4 of the compounds above
Below each SMILES – mABHD4 FP | HTRA1 inh | LEDGF integ inh | PRMT1 FP inh | TCR CD3 inh | UHRF1 MBD2 ctr | Tn7 DDE FP | TDP2 inh | PG9 binder | SIAE inh
[20] O=C(Nc1cccc2c1CCCC2)C1CCCN(S(=O)(=O)c2cccc3nonc23)C1 (configuration not stated)
 : 1 | 3 | -3 | 0 | 9 | 0 | -5 | -18 | -1.5 | 8
[8] O=C(NC1CC2CCCC(C1)N2S(=O)(=O)c1ccccc1)C1CCCCC1 (configuration not stated)
 : -18 | 0 | 4 | -5 | 4 | 1 | -4 | 2 | -2.3 | 9
[27] CCC(c1nnnn1C1CCCC1)N1CCN(C(=O)c2ccco2)CC1 (configuration not stated)
 : -2 | -2 | -2 | 8 | -3 | 1 | 2 | -3 | 1.0 | 1
[23] Cn1c(CNC(=O)c2ccccc2F)nnc1SCc1ccc(Cl)cc1
 : -1 | -13 | 1 | 2 | 5 | -1 | 8 | 5 | 0.1 | -7
